Screens deposited in PubChem BioAssay by National Center for Advancing Translational Sciences (NCATS).
LDHA block: blocks human lactate dehydrogenase A; activity change, % (values are at about 110 or 230 µM); P00338; purified LDHA, NADH/diaphorase-resazurin fluorescence; hits give low values; 0.15% of 480,000 active; AID 1347041; in the data active means activity change below about -30%; inconclusive means mostly about -25% to -30%;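 further: plate controls were DMSO wells for no effect and wells without enzyme for full effect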
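Resorufin fluorescence (ex540/em590), read at 0 and 20 min after diaphorase/resazurin addition, reports the NADH left after a 5 min room-temperature reaction of 2 nM human LDH5 with 0.06 mM NADH and 0.2 mM pyruvate.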
POLB inh: inhibitors of human DNA polymerase beta; P06746; Potency, µM (series often up to 114 µM), without a hit: top-dose activity change, negative = inhibition, usual class: inhibitors; Pol beta primer extension/strand displacement, fluorescence kinetic; AID 485314; 1.3% of 340,000 active; further: potency means the concentration at half of the fitted maximal effect; on the % scale 0 is the no-effect control and ±100 the full control effect
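10 nM enzyme + cpd, 15 min RT; start with substrate 50 nM final; read 0 min and after 10 min RT. Corrected, normalized data; 4-parameter Hill curve fit.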
APE1 inh: APE1 (human) endonuclease inhibition; P27695; recombinant APE1, TAMRA/BHQ-2 abasic DNA cleavage fluorescence; Potency, µM (series often up to 65.8 µM), for the others: top-dose activity change, negative = inhibition, most hits filed as inhibitors; 0.35% of 350,000 active; AID 2517;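 further: potency means the concentration at half of the fitted maximal effect; plate controls were vehicle for no effect and reference inhibitor for full effect; nearly all actives have a fitted effect of over 55% in size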
Target sequence (P27695 whole entry, looked up): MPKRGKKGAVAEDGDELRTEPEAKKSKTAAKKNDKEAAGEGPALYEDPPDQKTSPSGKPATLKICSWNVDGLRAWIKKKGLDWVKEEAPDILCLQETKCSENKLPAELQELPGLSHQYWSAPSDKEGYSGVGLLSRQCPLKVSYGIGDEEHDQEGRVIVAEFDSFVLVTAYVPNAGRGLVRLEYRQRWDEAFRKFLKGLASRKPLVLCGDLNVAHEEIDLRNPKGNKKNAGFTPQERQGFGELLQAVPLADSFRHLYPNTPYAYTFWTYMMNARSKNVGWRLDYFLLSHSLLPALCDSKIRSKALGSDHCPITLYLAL
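Kinetic fluorescence read (525 ex/598 em nm, three reads 60 s apart) of AP-site incision; signal = third minus first read. Enzyme 0.75 nM, dual-labelled THF duplex 50 nM, compound preincubation 15 min RT.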
Apoferritin bind: binds horse apoferritin like a general anesthetic; P02791; apoferritin/1-aminoanthracene competitive binding, fluorescence; Potency, µM (doses to about 77.5 µM), inactives show top-dose activity change, negative = displacement, actives largely listed as inhibitors; 0.074% of 350,000 active; further: potency means the concentration at half of the fitted maximal effect; on the % scale 0 is the no-effect control and ±100 the full control effect; nearly all actives have a fitted effect of over 20% in size
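Steps: apoferritin (10 uM) was premixed with half-saturated 1-AMA in PBS, compounds were pin-transferred, plates stood 10 min at room temperature, fluorescence was read at 380/535 nm, and curves were fitted with a Hill equation.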
GRP78 ERSR act: induces the endoplasmic reticulum stress response in human glioma cells | U87-MG GRP78 promoter luciferase reporter, 16 h | Potency, µM, for inactives: top-dose activation, most hits filed as activators | 0.02% of 420,000 active; further: potency means the concentration at half of the fitted maximal effect; series mostly up to about 76 µM; % of control where 0% means no effect; nearly all actives have a fitted effect of over 35% in size
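Stably transfected U87-MG glioma cells carrying a GRP78-based luciferase sensor; 16 h compound incubation. Luminescence end-point read 10 min after Bright-Glo addition at room temperature.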
Pol eta inh: DNA polymerase eta (human) inhibition; Q9Y253; AID 588591; Potency, µM (doses to about 114 µM), for the others: at the top dose activity change, negative = inhibition, actives largely listed as inhibitors; recombinant Pol eta, fluorescent DNA replication assay; 1.2% of 390,000 active; further: potency means the concentration at half of the fitted maximal effect; on the % scale 0 is the no-effect control and ±100 the full control effect
Target sequence (Q9Y253 whole entry, looked up): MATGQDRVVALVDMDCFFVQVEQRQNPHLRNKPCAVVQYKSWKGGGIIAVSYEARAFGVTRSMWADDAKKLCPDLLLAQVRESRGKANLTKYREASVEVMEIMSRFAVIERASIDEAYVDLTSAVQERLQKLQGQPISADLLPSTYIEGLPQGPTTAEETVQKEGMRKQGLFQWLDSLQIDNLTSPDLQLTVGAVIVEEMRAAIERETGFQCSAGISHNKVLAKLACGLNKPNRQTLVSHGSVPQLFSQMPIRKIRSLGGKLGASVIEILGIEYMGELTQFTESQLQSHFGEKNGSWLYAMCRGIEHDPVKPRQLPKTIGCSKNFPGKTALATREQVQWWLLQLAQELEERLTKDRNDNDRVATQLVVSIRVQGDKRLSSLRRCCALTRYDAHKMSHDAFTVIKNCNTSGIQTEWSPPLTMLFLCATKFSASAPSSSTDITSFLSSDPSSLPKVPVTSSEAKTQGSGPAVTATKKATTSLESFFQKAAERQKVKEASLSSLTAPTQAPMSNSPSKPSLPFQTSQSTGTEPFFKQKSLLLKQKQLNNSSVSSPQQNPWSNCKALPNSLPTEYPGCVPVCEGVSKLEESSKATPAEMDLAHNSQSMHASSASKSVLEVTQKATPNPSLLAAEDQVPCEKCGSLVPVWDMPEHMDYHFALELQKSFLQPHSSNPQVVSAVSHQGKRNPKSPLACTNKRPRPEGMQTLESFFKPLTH
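Pol eta (10 nM) was preincubated with compounds for 15 min at room temperature, after which fluorescent replication substrate (50 nM final) was added to start the reaction. Fluorescence was read kinetically at 0 and 10 min.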
POLK inh: inhibitors of human DNA polymerase kappa. purified Pol kappa, fluorescent DNA synthesis assay, 10 min. 0.53% of 400,000 active. AID 588579. Q9UBT6. Potency, µM (top dose mostly 107 µM), without a hit: at the top dose activity, negative = inhibition, hits mostly inhibitors; further: potency means the concentration at half of the fitted maximal effect; on the % scale 0 is the no-effect control and ±100 the full control effect
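10 nM Pol kappa preincubated 15 min at room temperature with compounds, then reaction started with substrate at 50 nM final. Fluorescence read kinetically at 0 and 10 min; buffer-only wells served as negative control.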
BLM inh: blocks DNA unwinding by human BLM helicase; P54132; recombinant BLM DNA unwinding, fluorescence dequenching; Potency, µM (titrated, usually from 56.1 µM), without a hit: at the top dose activity change, negative = inhibition, hits mostly inhibitors; 0.2% of 350,000 active; AID 2528;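 further: potency means the concentration at half of the fitted maximal effect; plate controls were vehicle for no effect and no enzyme for full effect; nearly all actives have a fitted effect of over 35% in size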
POLI inh: blocks human DNA polymerase iota activity. Pol iota fluorescent replication assay, 10 min. Potency, µM (titrated, usually from 115 µM), inactives show at the top dose activity, negative = inhibition, most hits filed as inhibitors. Q9UNA4. AID 588590. 1% of 390,000 active; further: potency means the concentration at half of the fitted maximal effect
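Fluorescent replication assay read twice, at 0 min and 10 min after adding 50 nM (final) substrate. Enzyme (10 nM) and compounds were first incubated 15 min at room temperature; enzyme-free buffer wells were negative controls.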
An asterisk follows results filed as active; u = inconclusive; x = not tested or not shown; & = joins results of further samples; [ ] = another dose, or the depositor's remark. Unless noted, the call rests on the fitted dose curve; in most records, active means well fitted curve in the direction sought with a large enough effect; inconclusive means small, poorly fitted or top-dose-only effect, or another doubt; inactive means no such curve, though single readings can be large; an effect the other way counts as inactive or inconclusive. Only part of the results is shown; count on the stated rates, not on these rows.

SMILES | LDHA block | POLB inh | APE1 inh | Apoferritin bind | GRP78 ERSR act | Pol eta inh | POLK inh | BLM inh | POLI inh
O=C(CN(Cc1ccccc1Cl)C(=O)c1ccc(CN2CCOCC2)o1)NCC1CCCO1 (stereo not given) | -5 | 8% | -3% | -9% | -3% | 6% | -5% | -1% | 16%
CC(Oc1cccc(Cl)c1)C(=O)Nc1ccccc1N1CCCCC1 (stereo not given) | -3 | x | -10% | x | -1% | -16% | -11% | x | 17%
Cc1cc(C)cc(-n2ncc3c2CCCC3NC(=O)CCN2CCCC2=O)c1 (stereo not given) | -5 | 2% | 11% | -2% | 0% | -6% | 2% | -2% | 27%
O=C(CC1Oc2ccccc2NC1=O)NCc1ccc(F)cc1 (stereo not given) | 4 | 8% | x | 2% | -3% | -2% | -4% | 7% | 37%[activator]
CC(=O)c1cccc(OCC(=O)OCC(=O)Nc2cc(S(=O)(=O)N3CCCCC3)ccc2C)c1 | -11 | x | 17% | x | -2% | -7% | -3% | x | 29%
COCCNC(=O)/C(C#N)=C/c1ccc(-c2ccc(S(=O)(=O)N3CCOCC3)cc2)o1 | -4 | 7% | -5% | -7% | -3% | -25% | -6% | -4% | 147%[activator]
CC(SCc1ccccc1)C(=O)N/N=C/c1ccc(OCC(=O)NCc2ccco2)cc1 (stereo not given) | -6 | 0% | 0% | -14% | -1% | u | 1% | -8% | 7%
C=CCn1c(SCC(N)=O)nc2ccccc2c1=O | -3 | x | x | x | -2% | x | -4% | x | 19%
CNc1ccccc1C(C)(C)c1cn(-c2ccc([N+](=O)[O-])cc2)nn1 | -3 | 53% | -3% | -14% | -6% | -8% | 2% | -1% | 26%
O=C(NCC1CCN(Cc2ccccc2Cl)CC1)Nc1cccc(Cl)c1 | -12 | 23% | 29% | -16% | -1% | -9% | 0% | -4% | 14%
CCCC1=C(C(=O)OCC)C(c2ccc(OC)c(CSc3ccccn3)c2)C(C#N)=C(N)O1 (stereo not given) | 12 | -1% | 1% | -2% | -2% | u | 5% | -9% | -2%
CCCSc1ncc(Cl)c(C(=O)N(Cc2ccccc2)c2ccc(OC)cc2)n1 | -4 | 2% | x | -14% | x | x | -26% | -2% | -15%
N#C/C(=C\c1ccc(N2CCCCC2)c([N+](=O)[O-])c1)c1nn(-c2ccccc2)c(N)c1C#N | -4 | 1% | -1% | -3% | -2% | -6% | -7% | -5% | 19%
Cc1ccc(O)c(NC(=O)CCS(=O)(=O)c2nc(-c3ccc4c(c3)OCO4)cc(C(F)(F)F)n2)c1 | 7 | -13% | x | u | u | -28% | -3% | -3% | u
COc1ccc(-c2cnnn2-c2ccc(NC(=O)c3ccco3)cc2)cc1OC | -8 | 28% | 1% | u | -4% | 2% | -2% | -1% | 9%
NC(=O)CC(NC(=O)Cc1ccc(Br)cc1)c1ccc(N2CCN(c3ccc(F)cc3)CC2)c([N+](=O)[O-])c1 (stereo not given) | -4 | -4% | -1% | -15% | -4% | -11% | 10% | -4% | 23%
CCCc1cc(=O)oc2cc(OCC(=O)NCCCN3CCCC3=O)ccc12 | -2 | 0% | 13% | -7% | -2% | -3% | -18% | 2% | 14%
Cc1c(CN2CCCCC2)c(O)n(CCCO)c(=O)c1C#N | 21 | 19% | -6% | -5% | -5% | 0% | -19% | -7% | 10%
COc1cc(CNC(C)(C)CO)ccc1OCC(=O)NC(C)(C)C | -2 | 17% | -4% | 0% | -4% | -8% | -21% | 2% | -7%
CCCc1cc(=O)n2[nH]c(C)c(-c3ccc(Cl)cc3)c2n1 | -3 | 18% | -2% | -12% | -4% | -21% | 5% | -1% | 27%
COc1ccc(-c2cc(C(F)(F)F)nc(NCc3ccc(F)cc3)n2)cc1 | 4 | 12% | x | 0% | -1% | -20% | -8% | -5% | 45%[activator]
COc1ccc(-c2nc(=N)sn2-c2ccccc2)cc1 | -64* | x | x | x | 2% | x | -18% | x | -19%
COc1ccc(-c2nc(CS(=O)CC(=O)NCc3ccccc3Cl)c(C)o2)cc1OC (stereo not given) | 4&-3 | 38% | x | 0% | 0% | -12% | -6% | 1% | 16%
O=C(Nc1c(-c2ccccc2)nc2ccccn12)c1ccc(Br)cc1 | -12 | -1% | x | -16% | -1% | -7% | -16% | -9% | -13%

Looked up above:
Value for `N#C/C(=C\c1ccc(N2CCCCC2)c([N+](=O)[O-])c1)c1nn(-c2ccccc2)c(N)c1C#N` under POLI inh: 19%
Value for `COc1ccc(-c2cnnn2-c2ccc(NC(=O)c3ccco3)cc2)cc1OC` under LDHA block: -8

(continued)
SMILES | LDHA block | POLB inh | APE1 inh | Apoferritin bind | GRP78 ERSR act | Pol eta inh | POLK inh | BLM inh | POLI inh
COc1cccc(OCc2cc(/C=N/NC(=O)c3nc(Cl)c(Cl)c(N)c3Cl)ccc2OC)c1 | -4 | 6% | 0% | 4% | -7% | -4% | -5% | -11% | 13%
Cn1c(SCC(=O)N2CCN(S(=O)(=O)c3ccc(Cl)cc3)CC2)nc2ccccc21 | -4 | 5% | -10% | -4% | -4% | -9% | -3% | -5% | 14%
CC(=O)Nc1ccc(NC(=O)c2cccc(-c3cc4ccccc4oc3=O)c2)cc1 | -3 | 16% | 19% | -2% | -1% | -13% | -14% | -1% | 150%[activator]
CCOc1ccc(-c2nc3c(C#N)c[nH]n3c2NC2CCCC2)cc1 | -3 | 28% | x | -10% | 2% | -15% | 9% | -3% | 36%[activator]
Cc1ccc2cc(CN(CCCN3CCOCC3)C(c3nnnn3Cc3ccco3)C(C)C)c(=O)[nH]c2c1C (stereo not given) | 4 | x | x | x | 0% | -8% | -27% | x | u
Cc1ccc(OCCCC(=O)N2CCN(S(=O)(=O)c3cccc(F)c3)CC2)cc1 | -2 | x | 44% | x | -1% | -20% | 3% | x | 2%
O=C(OCC(=O)N(C1CCCCC1)C1CCCCC1)c1ccncc1 | -9 | u | -7% | -20% | -2% | -11% | -3% | -2% | 5%
Cc1ccc(C(c2nnnn2Cc2ccccc2)N2CCN(Cc3ccccc3)CC2)cc1 (stereo not given) | 2 | -8% | -9% | 5% | -7% | -21% | -10% | -6% | 1%
COc1ccc(N2CCN(C3(c4ccccc4)C(=O)c4ccccc4C3=O)CC2)cc1 | 1 | -3% | x | -14% | -2% | -23% | 6% | -9% | 4%
COc1ccc(C2=CSC(/N=C/c3ccc(F)cc3)=NN2)cc1 | -1 | u | -8% | -18% | 2% | -10% | -2% | -7% | 4%
CC(C)(C)S(=O)N1Cc2cn(Cc3ccccc3)c(=O)cc2[C@H]1CCO (stereo not given in full) | -16 | x | x | x | -1% | -4% | -7% | x | -6%
O=C1[C@@H]2[C@@H]3C[C@@H]([C@H]4ON=C(c5ccc(OCc6ccccc6)cc5)[C@@H]34)[C@@H]2C(=O)N1c1ccc2c(c1)OCO2 | 2 | 12% | 32%[activator] | -16% | -1% | -8% | -6% | 1% | 12%

Structures shown so far containing a nitro group on carbon:
SMILES | LDHA block | POLB inh | APE1 inh | Apoferritin bind | GRP78 ERSR act | Pol eta inh | POLK inh | BLM inh | POLI inh
CNc1ccccc1C(C)(C)c1cn(-c2ccc([N+](=O)[O-])cc2)nn1 | -3 | 53% | -3% | -14% | -6% | -8% | 2% | -1% | 26%
N#C/C(=C\c1ccc(N2CCCCC2)c([N+](=O)[O-])c1)c1nn(-c2ccccc2)c(N)c1C#N | -4 | 1% | -1% | -3% | -2% | -6% | -7% | -5% | 19%
NC(=O)CC(NC(=O)Cc1ccc(Br)cc1)c1ccc(N2CCN(c3ccc(F)cc3)CC2)c([N+](=O)[O-])c1 (stereo not given) | -4 | -4% | -1% | -15% | -4% | -11% | 10% | -4% | 23%

The list continues:
SMILES | LDHA block | POLB inh | APE1 inh | Apoferritin bind | GRP78 ERSR act | Pol eta inh | POLK inh | BLM inh | POLI inh
CC(C)NC(=O)c1cc(-c2ccc3c(c2)OCO3)on1 | 0 | 58% | -3% | 6% | -9% | -17% | -5% | 2% | 116%[activator]
Cc1ccccc1CN(c1ccc(C(=O)Nc2ccccc2C(=O)N2CCCC2)cc1)S(C)(=O)=O | -7 | -21% | -1% | u | -3% | -13% | -8% | -5% | 15%
COc1ccc(C(=O)N(Cc2ccc(N(C)C)cc2)Cc2ccco2)cc1Cl | 2 | 24% | x | 0% | x | x | 10% | -12% | -7%
CS(=O)(=O)N(CC(=O)NCc1ccc2c(c1)OCO2)c1ccc(Cl)cc1 | -5 | 24% | 3% | -9% | -11% | 7% | 0% | -3% | 8%
S=c1[nH]nc(COc2ccccc2)n1/N=C/c1cccc(Cl)c1Cl | -8 | -27% | 14% | -22% | -1% | -4% | -15% | -7% | -6%
O=C(N/N=C/c1ccc(N2CCOCC2)cc1)c1ccncc1 | 3 | x | -4% | x | -1% | -17% | 0% | x | 27%
CCOC(=O)Cc1csc(NC(=O)COc2ccccc2)n1 | 8 | -11% | -6% | -9% | 0% | -13% | 3% | -5% | 6%
COc1cccc(-n2c(=O)c3c(C)c(C)sc3n(CC(=O)Nc3ccccc3OC)c2=O)c1 | -6 | 9% | x | -3% | x | x | 18% | -6% | 34%[activator]
